Bioassay records: PubChem, National Center for Advancing Translational Sciences (NCATS)
Pol kappa inh: qHTS for Inhibitors of Polymerase Kappa | actives 0.53% (n = 400,000) | purified Pol kappa, fluorescent DNA synthesis assay, 10 min | AID 588579, 2011 | Potency, µM (doses to about 107 µM), for the others: top-dose activity, negative = inhibition, usual class: inhibitors | DNA polymerase kappa (Homo sapiens), Q9UBT6; also: % is scaled to controls: 0 for no effect and ±100 for the full control effect
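Activity was followed as the change in fluorescence between reads at 0 and 10 min after starting the reaction with 50 nM substrate. Beforehand, 10 nM polymerase had been preincubated with compound for 15 min at room temperature.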
G9a inh: qHTS Assay for Inhibitors of Histone Lysine Methyltransferase G9a; Histone-lysine N-methyltransferase EHMT2 (Homo sapiens), Q96KQ7; G9a H3K9 monomethylation, AlphaScreen, 2 h; Potency, µM (top dose mostly 102 µM), for the others: at the top dose activity, negative = inhibition, usual class: inhibitors; actives 8.8% (n = 350,000); also: % is scaled to controls: 0 for no effect and ±100 for the full control effect; nearly all actives have a fitted effect of over 75% in size
Target sequence (Q96KQ7 913-1193 limits assumed): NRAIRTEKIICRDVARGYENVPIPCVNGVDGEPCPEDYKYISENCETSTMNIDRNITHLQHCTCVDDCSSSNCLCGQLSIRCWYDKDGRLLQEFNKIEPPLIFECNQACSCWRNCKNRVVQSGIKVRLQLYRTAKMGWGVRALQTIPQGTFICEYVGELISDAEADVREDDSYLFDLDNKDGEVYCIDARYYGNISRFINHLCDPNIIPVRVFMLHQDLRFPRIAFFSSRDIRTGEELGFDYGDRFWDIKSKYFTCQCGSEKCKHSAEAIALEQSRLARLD
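Chemiluminescent proximity detection of H3K9 monomethylation, read after 10 min bead incubation in the dark. Reaction: 20 nM G9a, 500 nM biotin-H3K9 peptide, 20 uM SAM cofactor, 2 h, room temperature, following 15 min enzyme-compound preincubation.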
POLI inh: qHTS for Inhibitors of Polymerase Iota; Potency, µM (series often up to 115 µM), for inactives: top-dose activity, negative = inhibition, most hits filed as inhibitors; DNA polymerase iota (Homo sapiens), Q9UNA4; Pol iota fluorescent replication assay, 10 min; AID 588590, 2011; actives 1% (n = 390,000)
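Fluorescent replication assay read twice, at 0 min and 10 min after adding 50 nM (final) substrate. Enzyme (10 nM) and compounds were first incubated 15 min at room temperature; enzyme-free buffer wells were negative controls.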
APE1 inh: qHTS Assay for Inhibitors of the Human Apurinic/apyrimidinic Endonuclease 1 (APE1) | recombinant APE1, TAMRA/BHQ-2 abasic DNA cleavage fluorescence | Potency, µM (top dose mostly 65.8 µM), inactives show at the highest dose activity change, negative = inhibition, hits mostly inhibitors | actives 0.35% (n = 350,000) | AID 2517, 2012 | DNA repair nuclease/redox regulator APEX1 (Homo sapiens), P27695;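 also: plate controls were vehicle for no effect and reference inhibitor for full effect; nearly all actives have a fitted effect of over 55% in size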
Target sequence (P27695 whole entry, looked up): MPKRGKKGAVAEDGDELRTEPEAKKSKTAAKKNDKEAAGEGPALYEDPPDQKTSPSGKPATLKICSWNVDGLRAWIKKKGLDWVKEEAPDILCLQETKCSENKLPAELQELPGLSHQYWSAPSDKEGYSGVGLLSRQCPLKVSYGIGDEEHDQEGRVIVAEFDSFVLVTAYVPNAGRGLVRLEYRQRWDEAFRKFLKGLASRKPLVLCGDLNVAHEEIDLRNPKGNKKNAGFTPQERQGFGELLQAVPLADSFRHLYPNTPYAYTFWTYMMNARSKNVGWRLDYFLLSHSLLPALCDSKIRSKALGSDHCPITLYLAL
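Enzyme (0.75 nM final) and test compound are incubated 15 min at room temperature before adding 50 nM quenched THF abasic-site duplex. Cleavage dequenches TAMRA, followed at 525/598 nm over three reads one minute apart.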
Pol eta inh: qHTS for Inhibitors of Polymerase Eta | DNA polymerase eta (Homo sapiens), Q9Y253 | recombinant Pol eta, fluorescent DNA replication assay | Potency, µM (highest dose often 114 µM), without a hit: top-dose activity change, negative = inhibition, actives largely listed as inhibitors | actives 1.2% (n = 390,000) | AID 588591, 2011; also: % is scaled to controls: 0 for no effect and ±100 for the full control effect
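Fluorescent replication assay: 50 nM final substrate added after a 15 min room-temperature compound preincubation with 10 nM enzyme. Signal taken at 0 min and again at 10 min.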
Anesthetic bind: qHTS Assay for Identification of Novel General Anesthetics. Ferritin light chain (Equus caballus), P02791. apoferritin/1-aminoanthracene competitive binding, fluorescence. Potency, µM (doses to about 77.5 µM), for the others: at the top dose activity change, negative = displacement, hits mostly inhibitors. actives 0.074% (n = 350,000); also: % is scaled to controls: 0 for no effect and ±100 for the full control effect; nearly all actives have a fitted effect of over 20% in size
Target sequence (P02791 2-175 limits assumed): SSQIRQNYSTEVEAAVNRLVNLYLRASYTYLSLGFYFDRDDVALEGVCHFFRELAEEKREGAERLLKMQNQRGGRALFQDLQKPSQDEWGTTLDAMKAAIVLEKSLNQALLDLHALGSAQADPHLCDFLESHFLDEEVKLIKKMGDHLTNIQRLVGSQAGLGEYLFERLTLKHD
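Horse-spleen apoferritin (10 uM) in 50% saturated 1-aminoanthracene in PBS was incubated 10 min at room temperature with compound. Fluorescence (ex 380, em 535 nm) was normalized to free and bound 1-AMA, with concentration-response fitted by a four-parameter Hill equation.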
BLM inh: qHTS Assay for Inhibitors of Bloom's syndrome helicase (BLM). recombinant BLM DNA unwinding, fluorescence dequenching. actives 0.2% (n = 350,000). Potency, µM (series often up to 56.1 µM), for the others: at the top dose activity change, negative = inhibition, most hits filed as inhibitors;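 also: plate controls were vehicle for no effect and no enzyme for full effect; nearly all actives have a fitted effect of over 35% in size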
Pol beta inh: qHTS Assay for Inhibitors of DNA Polymerase Beta; P06746; Pol beta primer extension/strand displacement, fluorescence kinetic; Potency, µM (doses to about 114 µM), for the others: top-dose activity change, negative = inhibition, usual class: inhibitors; actives 1.3% (n = 340,000); AID 485314, 2010; also: % is scaled to controls: 0 for no effect and ±100 for the full control effect
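Preincubation: enzyme (10 nM) with compound, 15 min, RT. Reaction: substrate added to 50 nM final. Reads: 0 and 10 min. Analysis: normalized, Hill fit.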
BAZ2B inh: qHTS Assay for Inhibitors of BAZ2B | Bromodomain adjacent to zinc finger domain protein 2B (Homo sapiens), Q9UIF8 | AlphaScreen BAZ2B-H3K14Ac peptide displacement | Potency, µM (top dose mostly 114 µM), without a hit: at the highest dose activity change, negative = inhibition, most hits filed as inhibitors | actives 4.4% (n = 360,000) | AID 504333, 2011; also: % is scaled to controls: 0 for no effect and ±100 for the full control effect; nearly all actives have a fitted effect of over 60% in size
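Multi-concentration screen (max 110 uM) measuring displacement of acetylated histone H3 peptide from BAZ2B by AlphaScreen, using 50 nM protein, 50 nM peptide and 10 ug/mL streptavidin donor plus Ni-chelate acceptor beads.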
Numbers without * were called inactive; ? = inconclusive; · = not tested or not shown; [ ] = remark or other dose. Calls follow the shape of the dose curve; as a rule, active = well fitted curve in the direction sought with a large enough effect; inconclusive = small, poorly fitted or top-dose-only effect, or another doubt; inactive = no such curve, though single readings can be large; an effect the other way counts as inactive or inconclusive. Potency is read from the fitted curve at half-maximal effect.

SMILES	Pol kappa inh	G9a inh	POLI inh	APE1 inh	Pol eta inh	Anesthetic bind	BLM inh	Pol beta inh	BAZ2B inh
CCC(c1nnnn1C(C)(C)C)N(Cc1ccco1)Cc1cc2cccc(C)c2[nH]c1=O (configuration not stated)	-9.0%	?	7.9%	-1.0%	-12.4%	?	-2.8%	2.8%	?
COc1ccc(C(=O)NCC(c2ccc3c(c2)OCO3)N2CCN(C)CC2)cc1 (configuration not stated)	-3.1%[60.1 µM]	-4.2%[59 µM]	22.8%	·	-21.0%	-9.6%	1.3%	-2.7%	0.7%
Cc1ccc(Sc2c(C(=O)Nc3ccc(F)cc3F)c(C(F)(F)F)nn2C)cc1	-7.9%	10.5%[12.7 µM]	?	-3.7%	-18.7%	-8.9%	-9.1%	16.6%	4.5%
CCc1cccc(Oc2nn[nH]n2)c1	6.2%	?	7.4%	10.6%	-11.0%	-8.1%	0.4%	12.2%	-3.0%
CNc1c(-n2cc(C(=O)OC)c(C(=O)OC)c2C(=O)OC)c(=O)n(C)c(=O)n1C	-1.1%	·	101.7%[activator]	6.8%	13.4%	-3.7%	-2.3%	16.1%	4.1%
CC(OC(=O)c1ccc2c(=O)n3c(nc2c1)CCC3)C(N)=O (configuration not stated)	-5.5%	2.6%	143.7%[activator]	-7.8%	-16.7%	-10.4%	-3.3%	-1.4%	-18.0%
CC(=O)NCc1cccc(CNC(C)=O)n1	14.9%	-0.6%[12.7 µM]	6.5%	-7.3%	-0.2%	36.9%[activator]	-3.2%	-8.9%	12.1%
COC(=O)Nc1nncs1	2.3%	6.1%	16.6%	3.5%	1.7%	-1.7%	-1.1%	1.8%	-0.7%
CCOc1ccc(NC(=O)c2cnn3c2NC(C)=C(C(=O)Nc2ccc(Cl)cc2)C3c2ccc(OC)c(OC)c2)cc1 (configuration not stated)	-8.6%	3.7%[59 µM]	11.5%	·	-6.6%	5.8%	-4.7%	9.7%	-2.5%
O=C1OCc2cc(NC(=O)C3COc4ccccc4O3)ccc21 (configuration not stated)	14.2%	-24.3%	-11.5%	-3.1%	-7.7%	-5.4%	2.1%	-0.6%	-4.3%
O=C(O)c1c(NC(=O)N2CCCC2)sc2c1CCCC2	0.0%	?	-2.1%	32.6%	-4.2%	5.2%	-5.6%	-1.4%	-27.3%
CCn1c(C2CC(=O)N(Cc3ccccc3)C2)nc2ccccc21 (configuration not stated)	2.5%	8.5%	16.5%	-8.3%	-8.6%	-5.6%	-0.2%	15.8%	9.0%

Continued; the last 3 above are carried over.
SMILES	Pol kappa inh	G9a inh	POLI inh	APE1 inh	Pol eta inh	Anesthetic bind	BLM inh	Pol beta inh	BAZ2B inh
O=C1OCc2cc(NC(=O)C3COc4ccccc4O3)ccc21 (configuration not stated)	14.2%	-24.3%	-11.5%	-3.1%	-7.7%	-5.4%	2.1%	-0.6%	-4.3%
O=C(O)c1c(NC(=O)N2CCCC2)sc2c1CCCC2	0.0%	?	-2.1%	32.6%	-4.2%	5.2%	-5.6%	-1.4%	-27.3%
CCn1c(C2CC(=O)N(Cc3ccccc3)C2)nc2ccccc21 (configuration not stated)	2.5%	8.5%	16.5%	-8.3%	-8.6%	-5.6%	-0.2%	15.8%	9.0%
O=C(CN1CCOCC1)n1c2c(c3ccccc31)CCCC2	0.0%	?	55.1%[activator]	-3.4%	-11.5%	-6.7%	-2.6%	36.8%	-28.8%
NS(=O)(=O)c1cccc(NC(=O)c2cccs2)c1	-6.8%	3.5%[12.7 µM]	31.3%[activator]	-3.8%	?	-7.4%	-3.7%	-1.2%	-1.6%
C=CC12C=CC=CN1C(C(=O)OC)=C(C(=O)OC)C(C(=O)OC)=C2C(=O)OC (configuration not stated)	-18.3%	?	12.4%	-7.5%	-6.4%	-3.5%	3.4%	-2.0%	-51.0%
COC(=O)c1cc(Sc2c(Cl)cccc2Cl)ccn1	-17.0%	13.9%[59 µM]	9.7%	4.5%	0.9%	?	-7.4%	-0.4%	-2.6%
Cc1ccc(S(=O)(=O)N(C)CC(=O)OCC(=O)c2c(N)n(C)c(=O)n(C)c2=O)cc1	-8.7%	-14.9%	52.2%[activator]	-0.5%	3.3%	-13.2%	4.2%	23.6%[57.1 µM]	-0.1%
Cc1ccc(OCCCC(=O)NCc2ccco2)c(C)c1	·	?	·	-1.7%	·	-13.5%	-9.2%	-21.7%	?
CC(Nc1ccc(N2CCOCC2)cc1)C(=O)N1c2ccccc2CC1C (configuration not stated)	4.5%	·	23.3%	18.4%	-2.4%	6.7%	-6.7%	3.7%	35.5µM*
O=C(Cn1cc([N+](=O)[O-])cn1)NCc1cc2ccccc2[nH]1	0.3%	-0.7%[59 µM]	17.8%	-0.7%	-12.4%	-11.3%	0.1%	7.6%	-0.7%
Nc1nc(CSc2n[nH]c(-c3ccccc3)n2)nc(Nc2ccccc2)n1	-20.4%	10.8%[12.7 µM]	2.3%	11.1%	0.7%	4.0%	-1.3%	3.8%	-10.3%
O=C(CCC(=O)c1ccc(F)cc1)OCc1nnc(-c2ccc([N+](=O)[O-])cc2)o1	-10.4%	25.6%[12.7 µM]	3.6%	-1.0%	-5.5%	·	·	·	?
CCCCCn1c(N)c(-c2nc3ccccc3s2)c2c([N+](=O)[O-])nn(C)c(=O)c21	-13.6%	?	5.5%	-1.6%	-8.0%	-14.5%	-2.1%	34.0%	-1.9%
CCC(Sc1nc2cc3c(cc2c(=O)n1CCCC(=O)NCc1ccc(OC)cc1)OCO3)C(=O)NCCCOC (configuration not stated)	-1.7%[60.1 µM]	11.5%[59 µM]	5.4%	·	5.8%	-6.2%	-2.8%	24.9%	4.0%
O=C(/C=C(\O)c1ccccc1)c1ccccc1O	-12.7%[60.1 µM]	-39.4%[2.33 µM]	·	14.3%	·	-13.2%	1.7%	·	·
CCc1ccc(CNC(=O)CN2C(=O)COc3ccccc32)cc1	-2.4%	6.2%[12.7 µM]	8.6%	0.9%	-6.1%	3.7%	0.1%	-26.2%	6.0%
O=[N+]([O-])c1ccc(N/N=C/c2cccnc2)cc1	-16.5%	0.3%[59 µM]	51.8%[activator]	21.6%	1.4%	-18.2%	-6.0%	-15.5%	6.0%[0.457 µM]
COC(=O)CN1C(=O)N/C(=C/c2ccccc2OC)C1=O	-14.4%	27.0%[12.7 µM]	64.3%[activator]	?	-22.4%	-7.3%	-2.1%	13.4%	21.9%
O=C(CN(CC1CCCO1)C(=O)CNS(=O)(=O)c1ccc(Cl)cc1)NCc1ccco1 (configuration not stated)	-3.2%	14.4%	109.6%[activator]	9.4%	10.3%	5.9%	-4.4%	28.6%	-7.7%
O=C(c1ccc2c(=O)n(Cc3ccccc3Cl)c(=S)[nH]c2c1)N1CCOCC1	1.5%	9.2%	10.2%	-8.4%	-7.4%	-2.6%	-4.1%	4.3%	-5.2%
Cc1cccc(NS(=O)(=O)c2ccc(C)c(C(=O)NCC(c3ccccc3)N(C)C)c2)c1 (configuration not stated)	-4.2%	?	-2.1%	-1.9%	-12.5%	·	·	·	-0.7%
COC(=O)c1ccc([C@H]2Nc3ccc(S(=O)(=O)Nc4cccc(C)c4)cc3[C@H]3C=CC[C@H]32)cc1	-23.0%	4.47µM*	9.6%	·	-17.5%	?	-19.7%	?	39.8µM*
CCOC1CS(=O)(=O)CC1OCC (configuration not stated)	6.8%	2.5%[59 µM]	-9.6%	-2.2%	-5.7%	-3.6%	0.2%	14.2%	4.4%
Cc1nn(-c2ccccc2)c2nc(-c3ccncc3)cc(C(=O)NCc3ccco3)c12	?	50.1µM*	-19.4%	-2.8%	?	?	-8.7%	-10.1%	-0.6%
C/C(CC(=O)Nc1cccc2c1CCCC2)=N\NC=O	-11.9%	5.9%	41.8%[activator]	-2.4%	-1.7%	-11.9%	-0.9%	79.1%	-10.5%
Cc1cc(OCC(=O)NCC2CCC(C(=O)O)CC2)c2c(C)c(C)c(=O)oc2c1 (configuration not stated)	19.8%	3.8%	32.3%	59.0%[activator]	-1.2%	2.5%	1.7%	-1.2%	-0.7%[57.1 µM]
O=C(COc1ccc(Cl)cc1Cl)N/N=C/CCc1ccccc1	-8.0%	23.3%	?	0.3%	-6.6%	?	-1.7%	1.3%	10.5%
Nc1ncnc2c1cnn2C1CCCCC1	0.1%	2.0%	1.7%	-1.1%	13.0%	-8.0%	-3.3%	19.6%	0.2%
Cc1ccc(C2c3[nH]c4ccccc4c3C[C@H]3C(=O)N(c4ccccc4C(=O)N4CCC[C@@H]4C(=O)O)C(=O)N23)cc1 (some centres not stated)	-1.4%	12.1%[12.7 µM]	4.8%	9.6%	-11.6%	-3.9%	-1.7%	0.5%	-24.9%
COc1ccc(-n2ncc3c2CC(C)(C)CC3NC(=O)c2ccoc2C)cc1 (configuration not stated)	-5.6%	5.8%	17.4%	-8.7%	-25.9%	-18.4%	-5.7%	0.3%	?
CC1CN(C(=O)c2c(Br)cnn2C)CC(C)O1 (configuration not stated)	-18.0%	-26.8%[59 µM]	7.2%	3.5%	-7.8%	-7.6%	-4.8%	37.5%	-11.0%
CC(Nc1ccc2c(c1)OCCO2)C(=O)N1c2ccccc2CC1C (configuration not stated)	-8.3%	?	-1.0%	1.5%	4.2%	-19.9%	-3.4%	-1.4%	39.8µM*

As a working copy, two of the compounds above.
SMILES	Pol kappa inh	G9a inh	POLI inh	APE1 inh	Pol eta inh	Anesthetic bind	BLM inh	Pol beta inh	BAZ2B inh
CC1CN(C(=O)c2c(Br)cnn2C)CC(C)O1 (configuration not stated)	-18.0%	-26.8%[59 µM]	7.2%	3.5%	-7.8%	-7.6%	-4.8%	37.5%	-11.0%
CC(Nc1ccc2c(c1)OCCO2)C(=O)N1c2ccccc2CC1C (configuration not stated)	-8.3%	?	-1.0%	1.5%	4.2%	-19.9%	-3.4%	-1.4%	39.8µM*

Not all compounds are listed; the hit share may differ from the screen's.
